Screening data as filed in PubChem.
Large T inhibition: SV40 large T antigen inhibitors, biochemical (AID 1903) | SV40 large T antigen ATPase/helicase inhibition assay; higher % means a stronger effect | 310,000 tested, 0.39% active | inhibition, % at 20 µM, or IC50 in µM where a hit was titrated; in the data active = a potency from the dose series; also: strong numbers were not always called active
NTR1 agonist: agonists of NTR1, primary screen, imaging, U2OS cells, beta-arrestin-GFP, high content (AID 493036); activation, % at 20 µM; NTR1-U2OS beta-arrestin-GFP spot imaging, agonist mode; 330,000 tested, 0.17% active; P30989;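 active = activation at or above 40% of the spot to cytoplasm intensity ratio, with at least 20 cells analyzed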;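 also: 0% = DMSO without peptide and 100% = 100 nM NTR1 peptide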
Target sequence (P30989 whole entry, looked up): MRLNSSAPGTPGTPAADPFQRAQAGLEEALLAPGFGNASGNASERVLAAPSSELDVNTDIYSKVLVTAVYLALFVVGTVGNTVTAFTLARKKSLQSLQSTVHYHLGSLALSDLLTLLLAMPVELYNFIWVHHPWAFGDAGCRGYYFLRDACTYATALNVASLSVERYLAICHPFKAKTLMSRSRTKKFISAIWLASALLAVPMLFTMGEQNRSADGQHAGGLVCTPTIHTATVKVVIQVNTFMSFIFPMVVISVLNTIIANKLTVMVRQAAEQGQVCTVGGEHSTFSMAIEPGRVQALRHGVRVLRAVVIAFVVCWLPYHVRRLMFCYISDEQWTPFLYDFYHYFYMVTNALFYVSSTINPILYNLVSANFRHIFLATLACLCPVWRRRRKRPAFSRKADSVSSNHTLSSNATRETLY
LYP inhibition: PTPN22 lymphoid phosphatase activity blockers – biochemical, fluorescence intensity, uHTS (AID 1779); 290,000 tested, 0.054% active; recombinant LYP phosphatase, fluorescence intensity; higher % means a stronger effect; inhibition, % at 11.5 µM, or IC50 in µM where a hit was titrated; in the data active = inhibition above about 50%;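 also: plate controls were vehicle with enzyme for no effect and no enzyme for full effect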
Rac1 GTP hydrolysis: MgcRacGAP GTPase-activating activity inhibitors, confirmation, biochemical, ADP Hunter fluorescence | AID 624330 | MgcRacGAP-stimulated Rac1 GTP hydrolysis, ADP Hunter fluorescence; higher % means a stronger effect; GST-tagged Rac1 F28L mutant substrate | 340,000 tested, 0.6% active | inhibition, % at 30 µM; hits with a dose series show IC50 in µM;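 active = first-screen hits whose inhibition reached a set limit at any dose in the follow-up dose series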;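 also: fluorescence reports GDP produced by GAP-driven GTP hydrolysis; strong numbers were not always called active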
Lipid droplet: hepatic lipid droplet formation modulation. AML12 mouse hepatocytes, oleate lipid droplets, BODIPY imaging. inhibition, % at 6.5 µM. 240,000 tested, 0.4% active. AID 1656;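 active = lipid droplet intensity inhibited by at least 50%, with more than 500 cells counted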
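Material – AML12 mouse liver cells · Also added – oleate loading, 100 µM · Compound dosing – 6.5 µM single-point dosing · Times – overnight treatment with compound plus oleate · Measured by – fluorescence imaging, 20x objective, two fields per well · Read-out – percent inhibition of filter-corrected integrated lipid droplet intensity per well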
T cell HTS: T cell immune modulation candidate. 2C CD8+ T cell-vesicle binding, flow cytometry; stronger effect = lower value. 330,000 tested, 0.068% active. calls only at 7 µM;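 active = response, share of CD8 T cells binding vesicles, and their 90th percentile fluorescence all below set limits, cut at about 80% in these data, passing the limit was not always enough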
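Material: 2C TCR transgenic mouse naive CD8+ T cells, MACS-purified. Also added: QL9-charged Drosophila Ld/ICAM-1/B7-1 vesicles. Timing: binding 1.5 h at 37 °C. Measured by: high-throughput flow cytometry with anti-B7-1 and anti-CD8 staining. Read-out: percent CD8+ FL2 mean versus row control. Controls: Unloaded micro-vesicles (low), QL9 vesicles with 0.7% DMSO (high).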
GPR35 arrestin U2OS: GPR35 antagonists blocking zaprinast-driven arrestin recruitment, primary screen, imaging, U2OS, beta-arrestin-GFP, zaprinast agonist (AID 2058). U2OS GPR35 beta-arrestin-GFP translocation imaging, zaprinast antagonism; higher % means a stronger effect. one-dose inhibition, % at 10 µM; IC50 in µM for titrated hits. 290,000 tested, 0.052% active;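 active = inhibition of at least 50% with at least 30 cells and total cytoplasm GFP at most 10,000,000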
GPR55 activation: selective activators of receptor GPR55 – imaging, U2OS cells, beta-arrestin-GFP redistribution, primary screen (AID 1961); 290,000 tested, 0.048% active; U2OS GPR55 beta-arrestin-GFP redistribution imaging; higher % means a stronger effect; one-dose activation, % at 10 µM; EC50 in µM for titrated hits;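 active = activation above 40% with more than 50 cells counted in the well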;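 also: U2OS osteosarcoma cells stably expressing GPR55 and beta-arrestin-GFP; plate controls were DMSO negative control for no effect and LPI positive control for full effect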
GPR55 antagonists: GPR55 antagonists blocking LPI-driven arrestin recruitment, primary screen, imaging, U2OS, beta-arrestin-GFP, LPI agonist (AID 2013); one-dose inhibition, % at 10 µM; IC50 in µM for titrated hits; U2OS GPR55 beta-arrestin-GFP translocation imaging, LPI antagonism; higher % means a stronger effect; 290,000 tested, 0.13% active;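 active = spots per cell inhibited over 60%, with over 100 cells counted and total cytoplasm intensity under 500,000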;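 also: U2OS cells stably carrying GPR55 and arrestin-GFP stimulated by 5 µM LPI near EC80; imaged beta-arrestin-GFP aggregate spots per cell after agonist stimulation; plate controls were LPI-stimulated DMSO wells for no effect and DMSO wells without LPI for full effect; some results filed as inactive read as strong as hits; confirmed hits need IC50 under 10 µM and bright autofluorescent wells are also inconclusive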
Lipid droplet cells 6.5 µM: second read-out of Lipid droplet, no call of its own (marks repeat the call); cell count; measured here: cell count, cytotoxicity flag;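 cells counted across two imaged fields per well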
T cell HTS vesicle-bound %: recorded beside T cell HTS, whose call it bears; double positive events, %; measured here: CD8+ vesicle-bound cell fraction;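 binding gate set so that unloaded-vesicle control wells show 10% double positive cells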
NTR1 agonist cell count 20 µM: further read-out of NTR1 agonist, marked with its call; cell count; measured here: cell count, cytotoxicity flag
* = called active by the depositor; i = inactive; nt = not tested or not shown.

SMILES	Large T inhibition	NTR1 agonist	NTR1 agonist cell count 20 µM	LYP inhibition	Rac1 GTP hydrolysis	Lipid droplet	Lipid droplet cells 6.5 µM	T cell HTS	T cell HTS vesicle-bound %	GPR35 arrestin U2OS	GPR55 activation	GPR55 antagonists
COC(CN(C(=O)CCl)C(C(=O)NC1CCCC(C)C1C)c1ccc(C)cc1)OC (stereo not given)	5%	2.0	38	-12%	4%	7	725	i	52	-9%	0.2%	2%
O=C(Nc1ccc(S(=O)(=O)Nc2ccccn2)cc1)c1ccccc1	5%	0.0	57	-9%	2%	4	673	i	59	2%	0.0%	8%
O=C(Cn1c(-c2ccccn2)nc2ccccc21)N/N=C/c1ccccn1	4%	-0.6	95	1%	-14%	-5	691	i	43	-11%	-0.4%	6%
O=C1CCCc2nc3c(cc21)C(O)Oc1c-3ccc2ccccc12 (stereo not given)	7%	0.6	50	-1%	0%	25	720	i	32	2%	-0.3%	-2%
COC(=O)c1cc(S(=O)(=O)NCC2CCN(Cc3ccc(Cl)cc3)CC2)c[nH]1	6%	-1.5	48	-14%	9%	-3	707	i	30	-1%	0.2%	-8%
COC(=O)c1ccccc1OC(=O)c1ccc(Br)o1	6%	-0.7	60	-3%	7%	8	700	i	51	3%	-0.1%	-5%
COc1ccc(-c2nc3cc([N+](=O)[O-])ccc3o2)cc1OC	nt	-0.1	55	-6%	5%	-4	725	i	41	8%	-0.1%	4%
CCN(CC)c1ccc(/C=N/N2CCN(Cc3cccc4ccccc34)CC2)c(O)c1	-2%	0.0	69	-3%	6%	nt	nt	i	42	7%	-0.1%	18%
Cc1cccn2c(=O)c(/C=C(\C#N)C(=O)NC3CCS(=O)(=O)C3)c(Oc3ccccc3Cl)nc12 (stereo not given)	11%	8.8	48	-9%	10%	-3	875	i	30	7%	-0.3%	-12%
Cc1cc(CNC(=O)Cc2c(F)cccc2Cl)nn1C	3%	0.3	51	0%	11%	10	697	i	45	-16%	-0.1%	8%
CCCCOC(=O)Nc1ccc(S(=O)(=O)Nc2onc(C)c2C)cc1	11%	1.0	35	-10%	2%	nt	nt	i	14	-11%	-0.1%	-19%
O=C(CSc1nnc(-c2ccncc2)n1-c1ccccc1)Nc1ccc(C(=O)O)cc1	14%	0.8	35	-5%	nt	0	704	i	57	-8%	-0.1%	-4%
Cc1nc2ccc(Cl)cc2nc1C	8%	0.2	48	-4%	-2%	28	701	i	40	20%	0.1%	10%
CCOC(=O)c1c(C)n(CCOc2ccccc2)c2ccc(O)cc12	-8%	-0.2	79	-9%	14%	5	858	i	24	1%	-0.1%	0%
Cc1ccc(-c2ccc(SCC(=O)N3CCCc4ccccc43)nn2)cc1	13%	4.7	66	1%	nt	4	627	i	39	12%	0.1%	11%
COc1ccc(Cl)cc1N/C(N)=N/c1nc(CSc2ccc(C)cc2)cc(=O)[nH]1	17%	0.3	97	4%	-8%	-16	777	i	11	3%	0.3%	-19%
Cn1c(=O)c2sccc2n2c(CCCC(=O)Nc3ccccc3)nnc12	14%	-0.4	46	-8%	4%	10	715	i	15	-2%	-0.2%	8%
CC1Cc2ccccc2N1C(=O)c1nn(C)cc1Br (stereo not given)	36%	0.8	47	3%	2%	1	657	i	34	-1%	0.0%	7%
O=C(Nc1ccc(Cl)cc1)Nc1nnc(SCc2ccccc2)s1	3%	-0.9	87	3%	11%	23	638	i	44	3%	-0.1%	8%
O=C(CN1C(=O)CS/C1=C\c1nc(-c2ccc(Cl)cc2)cs1)Nc1cccnc1Cl	-6%	7.1	38	-4%	2%	-7	612	i	47	1%	0.2%	-8%

The final 5 records of the section before open the next one:
SMILES	Large T inhibition	NTR1 agonist	NTR1 agonist cell count 20 µM	LYP inhibition	Rac1 GTP hydrolysis	Lipid droplet	Lipid droplet cells 6.5 µM	T cell HTS	T cell HTS vesicle-bound %	GPR35 arrestin U2OS	GPR55 activation	GPR55 antagonists
COc1ccc(Cl)cc1N/C(N)=N/c1nc(CSc2ccc(C)cc2)cc(=O)[nH]1	17%	0.3	97	4%	-8%	-16	777	i	11	3%	0.3%	-19%
Cn1c(=O)c2sccc2n2c(CCCC(=O)Nc3ccccc3)nnc12	14%	-0.4	46	-8%	4%	10	715	i	15	-2%	-0.2%	8%
CC1Cc2ccccc2N1C(=O)c1nn(C)cc1Br (stereo not given)	36%	0.8	47	3%	2%	1	657	i	34	-1%	0.0%	7%
O=C(Nc1ccc(Cl)cc1)Nc1nnc(SCc2ccccc2)s1	3%	-0.9	87	3%	11%	23	638	i	44	3%	-0.1%	8%
O=C(CN1C(=O)CS/C1=C\c1nc(-c2ccc(Cl)cc2)cs1)Nc1cccnc1Cl	-6%	7.1	38	-4%	2%	-7	612	i	47	1%	0.2%	-8%
CCCCNC(=O)c1onc(CSc2nc3ccccc3[nH]2)c1C(=O)NCCCC	5%	6.2	60	-5%	10%	15	793	i	22	5%	0.2%	5%
COc1ccc2c(C)cc(=S)[nH]c2c1	-5%	-1.6	88	-1%	13%	12	646	nt	nt	-2%	-0.7%	8%
COC(=O)c1ccccc1NC(=O)c1ccc2nccnc2c1	4%	-0.2	65	-4%	10%	-7	695	i	60	6%	0.2%	-3%
COC(=O)c1ccc(Oc2c(C)oc3cc(OCc4cnn(-c5ccccc5)c4)ccc3c2=O)cc1	3%	-4.0	87	11%	0%	-5	638	i	39	33%	-0.2%	5%
Cc1ccc(NS(=O)(=O)c2ccc(C)c(NC(=O)COc3ccccc3)c2)c(C)c1	12%	1.4	51	6%	4%	12	594	i	15	19%	0.0%	9%
CCC(=O)NCCc1nc2ccccc2n1CC(=O)c1ccccc1	11%	-0.7	87	3%	13%	15	739	i	23	-10%	0.7%	-6%
CCCn1c(N)c(N(CCOC)C(=O)c2ccc(F)cc2)c(=O)[nH]c1=O	-1%	-0.9	54	-2%	4%	1	757	i	18	-21%	-0.1%	-9%
CC(C)[C@H](NC(=O)NCCc1ccc(F)cc1)C(=O)O	9%	0.9	33	-7%	-10%	nt	nt	i	21	1%	-0.2%	-7%
Cc1ccc(NC(=O)/C(C#N)=N/Nc2ccc(C(=O)O)cc2)c(C)c1	20%	2.5	74	-3%	-8%	3	660	i	48	-2%	-0.1%	3%
COc1cccc(N2CCN(S(=O)(=O)c3cc4c(cc3Cl)NC(=O)CO4)CC2)c1	4%	-1.8	62	-13%	14%	4	725	i	19	-6%	1.9%	2%
Cc1ccc(C2C(C(=O)O)c3ccccc3C(=O)N2C)c(C)c1 (stereo not given)	10%	0.3	58	-3%	4%	6	772	i	2	4%	0.5%	-13%
CCSc1nc(=O)n(-c2ccccc2)c(C)c1C(C)=S	8%	-0.1	97	5%	5%	-14	664	i	23	-14%	-0.3%	-5%
CSc1nnc(Cn2c(=O)sc3ccccc32)n1-c1ccccc1	12%	-0.3	66	-9%	8%	nt	nt	i	62	9%	-0.2%	-10%
CN(CC(=O)Nc1ccc(F)cc1)c1ccc(S(=O)(=O)N2CCCC2)cn1	-5%	3.2	68	-7%	-2%	13	658	i	17	-13%	0.5%	-4%
CCN(C(=S)Nc1ccc(C(C)=O)cc1)C1CCCCC1	26%	8.4	54	-5%	7%	1	712	i	39	1%	-0.3%	4%
CCOC(=O)CC(NC(=O)c1ccc(C)cc1)c1ccc(C)cc1 (stereo not given)	6%	-1.1	78	-4%	4%	nt	nt	i	15	-2%	0.0%	6%
O=C(Nc1ccccc1)N1CCC(C(=O)N2CCCC(C(F)(F)F)C2)CC1 (stereo not given)	-1%	-0.7	56	-13%	3%	0	855	i	10	-10%	0.3%	10%
Cc1cc(-c2n[nH]c(=S)n2Cc2ccco2)n(C)n1	12%	1.5	40	-6%	12%	5	636	i	0	0%	-0.6%	4%
COc1cc2c(cc1OC)-c1cc(N3CCCc4ccccc43)nc(=O)n1CC2	8%	0.5	34	-3%	5%	-9	764	i	32	-2%	-0.1%	7%
Cc1ccc(S(=O)(=O)NC(=O)Nc2ccccc2F)cc1	9%	-0.3	77	-2%	-3%	-11	749	i	38	-15%	0.5%	-6%
CC(C)c1nc2n[nH]c(N)c2c2c1CSC(C)(C)C2	8%	0.0	70	-5%	1%	-8	806	i	19	4%	0.0%	1%
CC(=O)Nc1ccc(S(=O)(=O)N(C)CC(=O)Nc2ccccc2N2CCOCC2)cc1	18%	2.3	54	-4%	10%	nt	nt	i	21	-4%	-0.1%	6%
COc1ccc(S(=O)(=O)N(C)CC(=O)NCCC2=CCCCC2)cc1C	-1%	0.7	76	-3%	5%	2	776	i	1	8%	0.2%	-1%
CNC(=O)N1c2ccccc2C=Cc2ccccc21	10%	1.4	52	-5%	13%	14	786	i	28	-2%	0.3%	2%
CCCCN(CC(=O)Nc1c(C)cccc1CC)C(=O)SCC	7%	-0.6	42	4%	13%	23	755	i	34	15%	0.1%	9%
O=C(N1CCN(CCO)CC1)N1c2ccccc2C=Cc2ccccc21	2%	-0.4	73	-7%	13%	nt	nt	i	44	10%	-0.1%	32%
COc1ccccc1NS(=O)(=O)c1cn(C)cn1	2%	0.2	55	-9%	4%	-2	762	i	4	12%	-0.2%	4%
